From PubChem BioAssay
CAL PDZ FP-1: CAL PDZ (human) peptide binding inhibition. Q9HD26. purified CAL PDZ, TMR-peptide fluorescence polarization, 1 h. inhibition, % at 24.9 µM. 0.92% of 300,000 active. AID 602252;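 active = mean inhibition of at least 30% with at least half of replicates also reaching 30%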;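 also: 0% = DMSO neutral control and 100% = excess unlabeled competitor peptide PRC23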
MITF act: increases MITF-driven TRPM1 promoter luciferase signal. SK-MEL-5 TRPM1-promoter luciferase, 24 h; % of positive control, neutral wells = 0. activation, % at 12.5 µM. 0.75% of 300,000 active. AID 588334;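 active = mean activation of at least 80% with every replicate also reaching 80%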;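 also: 0% = neutral control wells and 100% = parthenolide positive control wells; values of inactives mirror those of a sister screen read the other way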
SR-BI DiI inh: mouse SR-BI HDL lipid transfer inhibition. 0.96% of 320,000 active. ldlA[mSR-BI] CHO cells, DiI-HDL uptake fluorescence, 3 h. inhibition, % at 12.5 µM. Q61009;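 active = mean replicate inhibition of at least 70% and a set share of replicates each scoring 70 or more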;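 also: 0% = median of neutral control wells and 100% = median of positive control wells; values of inactives mirror those of a sister screen read the other way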
PfHsp90 set2: reduces growth (ATP signal) of yeast expressing P. falciparum Hsp90. S. cerevisiae expressing PfHsp90, BacTiter-Glo ATP, 48 h; yeast lacking PDR1 and PDR3 efflux regulators. inhibition, % at 9.4 µM. 0.32% of 310,000 active;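 active = every replicate shows inhibition above about 80%, whatever the replicate mean, limit read from the data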;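 also: 0% = DMSO neutral controls and 100% = 20 µM radicicol positive controls; yeast relying on Plasmodium falciparum Hsp90 in place of its own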
PvdQ inh: blocks Pseudomonas aeruginosa PvdQ acylase activity; purified PvdQ acylase, fluorescence plate reader; 0.063% of 340,000 active; AID 488965; inhibition, % at 10 µM; in the data active = inhibition above about 30%, passing the limit was not always enough;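 also: 0% = vehicle neutral wells and 100% = reference inhibitor wells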
CAL PDZ FP-2: human CAL PDZ-peptide interaction inhibition; purified CAL PDZ, TMR-peptide fluorescence polarization, 1 h; AID 504414; 0.02% of 330,000 active; inhibition, % at 20 µM;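 active = highest replicate inhibition of at least 40%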;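 also: plate controls were DMSO neutral control wells for no effect and unlabeled competitor peptide control wells for full effect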
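System: tagged CAL PDZ domain. Schedule: 1 h room-temperature incubation prior to read. Signal: fluorescence polarization (mP). Measure: percent inhibition from loss of millipolarization.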
NSD2 inh: NSD2 (human) methyltransferase inhibition; O96028; NSD2 peptide methylation, AlphaScreen, 120 min; inhibition, % at 12.5 µM; 0.54% of 310,000 active; AID 743445; in the data active = inhibition above about 50%
SR-BI uptake up: SR-BI HDL lipid transfer activation; CHO ldlA[mSR-BI] cells, DiI-HDL uptake fluorescence, 3 h; 100 = double the neutral-control signal; activation, % at 12.5 µM; 0.096% of 320,000 active; AID 504775;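 active = mean replicate activation of at least 60% and every replicate at or above 60%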;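 also: 0% = median plate neutral-control signal and 100% = twice that signal; values of inactives mirror those of a sister screen read the other way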
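Assay system: CHO ldlA[mSR-BI] cells, LDL receptor-null, SR-BI overexpressing; medium: Ham's F12 with 0.5% BSA, HEPES 25 mM, pH 7.4; also added: DiI-HDL 10 µg/mL; timing: 3 h uptake period with compound, 37 °C; signal: DiI fluorescence, bottom read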
dFosB activator: activators of mouse delta FosB homodimer. purified delta FosB, TAMRA-CDK5 oligo fluorescence polarization; percent of positive-control signal above neutral wells. P13346. activation, % at 25 µM. 0.99% of 340,000 active;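 active = mean activation above about 17%, with every replicate also reaching it, limit read from the data, passing the limit was not always enough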;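 also: fluorescence polarization rise as delta FosB binds a TAMRA Cdk5 AP-1 oligo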
Target sequence (P13346 whole entry, looked up): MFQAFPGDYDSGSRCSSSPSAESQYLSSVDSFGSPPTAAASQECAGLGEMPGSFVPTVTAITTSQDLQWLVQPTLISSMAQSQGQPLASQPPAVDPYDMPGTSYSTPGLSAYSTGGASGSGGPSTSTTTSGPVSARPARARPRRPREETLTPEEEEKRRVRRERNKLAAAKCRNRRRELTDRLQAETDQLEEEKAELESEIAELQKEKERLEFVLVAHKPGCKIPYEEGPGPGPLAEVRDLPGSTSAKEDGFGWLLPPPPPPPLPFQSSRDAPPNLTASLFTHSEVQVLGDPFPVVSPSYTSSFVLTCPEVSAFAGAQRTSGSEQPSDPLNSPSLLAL
Rtt109 HAT inh: blocks Candida albicans Rtt109/Vps75 acetyltransferase activity. Q5AAJ8. AID 540336. inhibition, % at 34.9 µM. 0.16% of 330,000 active. purified Rtt109/Vps75, ThioGlo CoA-SH fluorescence, 4 h;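 active = inhibition of at least 50% in every replicate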
Target sequence (Q5AAJ8 whole entry, looked up): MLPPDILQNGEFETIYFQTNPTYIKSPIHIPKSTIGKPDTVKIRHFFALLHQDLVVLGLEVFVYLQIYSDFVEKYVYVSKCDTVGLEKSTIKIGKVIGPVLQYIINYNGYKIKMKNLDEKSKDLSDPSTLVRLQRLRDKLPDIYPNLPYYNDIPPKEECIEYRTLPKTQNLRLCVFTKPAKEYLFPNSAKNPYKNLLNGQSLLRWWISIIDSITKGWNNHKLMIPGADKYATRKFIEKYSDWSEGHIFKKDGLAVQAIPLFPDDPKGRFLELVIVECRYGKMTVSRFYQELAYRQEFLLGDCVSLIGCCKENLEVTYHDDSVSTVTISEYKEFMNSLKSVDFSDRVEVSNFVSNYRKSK
Starred values were filed as active, the others as inactive. No enrichment for hits; overall some 4.3% were active at least once.

Screening CCOC(=O)c1cnn(-c2ncnc3c2cnn3C)c1N returned CAL PDZ FP-1 -7, MITF act 47, SR-BI DiI inh 0, PfHsp90 set2 -2, PvdQ inh 2, CAL PDZ FP-2 -1.0, NSD2 inh 7, SR-BI uptake up 0, dFosB activator -2 and Rtt109 HAT inh 4.
For CN(C(=O)CCc1nc2ccccc2c(=O)[nH]1)C1CCS(=O)(=O)C1 (stereo unspecified) the results were CAL PDZ FP-1 -4, SR-BI DiI inh -13, PfHsp90 set2 26, PvdQ inh 7, CAL PDZ FP-2 0.1, NSD2 inh 2, SR-BI uptake up 13, dFosB activator 4 and Rtt109 HAT inh 8.
COc1cc(/C=C2\SC(=O)N(c3ccccc3Cl)C2=O)cc([N+](=O)[O-])c1O was read as MITF act -11, SR-BI DiI inh 15, PfHsp90 set2 6, PvdQ inh 6, CAL PDZ FP-2 1.4, NSD2 inh 13, SR-BI uptake up -15, dFosB activator -1 and Rtt109 HAT inh 12.
For COc1ccc(OC)c(NC(=O)CN2C(=O)NC3(CCOc4ccccc43)C2=O)c1 (stereo unspecified) the results were CAL PDZ FP-1 38*, MITF act -11, SR-BI DiI inh 0, PfHsp90 set2 -10, PvdQ inh -10, NSD2 inh 0, SR-BI uptake up 0, dFosB activator -1 and Rtt109 HAT inh 9.
`Brc1ccccc1OCCNCc1ccccc1` gave CAL PDZ FP-1 -4, MITF act 26, SR-BI DiI inh 0, PfHsp90 set2 -32, PvdQ inh -17, CAL PDZ FP-2 -1.0, NSD2 inh -1, SR-BI uptake up 0, dFosB activator -7 and Rtt109 HAT inh 1.
For COc1cc(OC)nc(NC(=O)NS(=O)(=O)c2ccccc2Cl)n1 the results were CAL PDZ FP-1 -1, MITF act 5, PfHsp90 set2 -14, PvdQ inh -16, CAL PDZ FP-2 -2.0, NSD2 inh -2, dFosB activator -8 and Rtt109 HAT inh -3.
`CC(=O)c1sc(NC(=O)c2cccnc2Cl)nc1C` gave CAL PDZ FP-1 3, MITF act 1, SR-BI DiI inh -8, PfHsp90 set2 4, PvdQ inh 2, CAL PDZ FP-2 -0.4, NSD2 inh 3, SR-BI uptake up 8 and dFosB activator 5.
`Cc1ccc(-c2cc(Cc3ccncc3)c(=O)[nH]n2)cc1` gave CAL PDZ FP-1 1, SR-BI DiI inh -13, PfHsp90 set2 -1, PvdQ inh -2, CAL PDZ FP-2 -1.0, NSD2 inh 8, SR-BI uptake up 13, dFosB activator -6 and Rtt109 HAT inh -6.
For O=[N+]([O-])c1ccccc1/C=N\Nc1nccs1 the results were CAL PDZ FP-1 -2, MITF act -6, SR-BI DiI inh -3, PfHsp90 set2 -6, PvdQ inh 9, CAL PDZ FP-2 -0.3, NSD2 inh 0, SR-BI uptake up 3, dFosB activator 1 and Rtt109 HAT inh 5.
For CSc1nncn1/N=C/c1ccc([N+](=O)[O-])cc1 the results were CAL PDZ FP-1 -3, MITF act 7, SR-BI DiI inh 6, PfHsp90 set2 -12, PvdQ inh -5, CAL PDZ FP-2 -0.8, NSD2 inh 1, SR-BI uptake up -6, dFosB activator -1 and Rtt109 HAT inh 1.
`CC(=O)N/C(=C\c1ccc(C)cc1)C(=O)O` gave CAL PDZ FP-1 -3, MITF act 5, SR-BI DiI inh -7, PfHsp90 set2 0, PvdQ inh 7, CAL PDZ FP-2 -2.1, NSD2 inh 2, SR-BI uptake up 7, dFosB activator -3 and Rtt109 HAT inh 42.
`O=C(O)C1Cc2ccccc2CN1C(=O)CCl` (stereo unspecified) gave CAL PDZ FP-1 6, MITF act -11, SR-BI DiI inh -12, PfHsp90 set2 -2, PvdQ inh -6, CAL PDZ FP-2 0.2, NSD2 inh 12, SR-BI uptake up 12, dFosB activator 0 and Rtt109 HAT inh -4.
Screening O=C(Nc1ccccc1C(=O)NCc1ccco1)c1ccccc1 returned MITF act -9, SR-BI DiI inh 10, PfHsp90 set2 14, PvdQ inh -11, CAL PDZ FP-2 -0.6, NSD2 inh 0, SR-BI uptake up -10, dFosB activator -1 and Rtt109 HAT inh 4.
`Cc1ccc2nc3c(cc(C(=O)NCC4CCCO4)c(=N)n3CCCOC(C)C)c(=O)n2c1` (stereo unspecified) gave CAL PDZ FP-1 -2, MITF act 2, SR-BI DiI inh 1, PfHsp90 set2 -48, PvdQ inh -126, NSD2 inh 12, SR-BI uptake up 27, dFosB activator -4 and Rtt109 HAT inh 13.
CCOC(=O)C1CCCN(C(=O)COc2ccc(S(=O)(=O)N3CCOCC3)cc2)C1 (stereo unspecified) was read as CAL PDZ FP-1 -1, MITF act -7, SR-BI DiI inh -11, PfHsp90 set2 8, PvdQ inh 8, CAL PDZ FP-2 1.1, NSD2 inh -1, SR-BI uptake up 11, dFosB activator 2 and Rtt109 HAT inh -6.
`COc1ccc(S(=O)(=O)N[C@H](C(=O)O)C(C)C)cc1` gave CAL PDZ FP-1 -2, MITF act 5, SR-BI DiI inh 2, PfHsp90 set2 -19, PvdQ inh -8, CAL PDZ FP-2 -0.4, NSD2 inh -6, SR-BI uptake up -2, dFosB activator -3 and Rtt109 HAT inh -37.
CCc1ccc(-n2c(SCC(=O)c3ccc4c(c3)NC(=O)CO4)nc3ccccc3c2=O)cc1 was read as CAL PDZ FP-1 1, MITF act -32, SR-BI DiI inh -12, PvdQ inh -17, CAL PDZ FP-2 -2.2, NSD2 inh -3, SR-BI uptake up 12, dFosB activator -8 and Rtt109 HAT inh 11.
Screening Cc1ccc(C(=O)Nc2ccccc2N2CCCC2)cc1 returned CAL PDZ FP-1 -6, SR-BI DiI inh 37, PfHsp90 set2 -12, PvdQ inh -14, CAL PDZ FP-2 -0.2, NSD2 inh 1, SR-BI uptake up -37, dFosB activator 4 and Rtt109 HAT inh 0.
Screening CC(=O)NC1=NN(C(C)=O)C(C)(c2ccc(C)cc2)S1 (stereo unspecified) returned CAL PDZ FP-1 1, MITF act 3, SR-BI DiI inh -11, PfHsp90 set2 19, PvdQ inh -12, CAL PDZ FP-2 -1.0, NSD2 inh -1, SR-BI uptake up 11, dFosB activator -4 and Rtt109 HAT inh -5.
`Fc1ccccc1Nc1nc(NCc2ccco2)nc(N2CCOCC2)n1` gave CAL PDZ FP-1 -1, MITF act 12, SR-BI DiI inh 43, PvdQ inh -5, CAL PDZ FP-2 -1.9, NSD2 inh 2, SR-BI uptake up -43, dFosB activator -8 and Rtt109 HAT inh -8.
Screening Cc1ccnc(NS(=O)(=O)c2ccc(NC(=O)c3oc4ccccc4c3C)cc2)n1 returned CAL PDZ FP-1 -4, MITF act -3, SR-BI DiI inh -9, PfHsp90 set2 -13, PvdQ inh -13, CAL PDZ FP-2 -0.5, NSD2 inh 39, SR-BI uptake up 9, dFosB activator -18 and Rtt109 HAT inh -1.
Screening CN(c1ccccc1)S(=O)(=O)c1cc(C(=O)N2CCN(c3ncccn3)CC2)ccc1Cl returned CAL PDZ FP-1 -2, MITF act -3, SR-BI DiI inh 3, PfHsp90 set2 -30, PvdQ inh 2, CAL PDZ FP-2 -1.1, NSD2 inh -2, SR-BI uptake up -3, dFosB activator -6 and Rtt109 HAT inh 5.
`N#Cc1c(-c2ccc(F)cc2)cc(-c2cccnc2)nc1N` gave CAL PDZ FP-1 -6, MITF act -4, SR-BI DiI inh 3, PfHsp90 set2 4, PvdQ inh 3, CAL PDZ FP-2 -2.5, NSD2 inh -2, SR-BI uptake up -3, dFosB activator -12 and Rtt109 HAT inh -1.
`CC1=C[C@@H](C)[C@@H](c2ccccc2)OC1=O` gave CAL PDZ FP-1 -4, MITF act 12, SR-BI DiI inh 8, PfHsp90 set2 -11, PvdQ inh -1, CAL PDZ FP-2 -0.1, SR-BI uptake up -8, dFosB activator -2 and Rtt109 HAT inh -8.
Cc1cc[n+]2cc(-c3cccc([N+](=O)[O-])c3)c(-c3cccc([N+](=O)[O-])c3)cc2c1 was read as CAL PDZ FP-1 -2, MITF act -6, SR-BI DiI inh -3, PfHsp90 set2 5, PvdQ inh -14, CAL PDZ FP-2 0.1, NSD2 inh 9, SR-BI uptake up 3, dFosB activator 9 and Rtt109 HAT inh 6.
N/C(Cc1ccc(Cl)cc1Cl)=N\OC(=O)c1ccccc1F was read as CAL PDZ FP-1 3, MITF act 33, SR-BI DiI inh -4, PfHsp90 set2 4, PvdQ inh -11, CAL PDZ FP-2 -2.2, NSD2 inh -4, SR-BI uptake up 4, dFosB activator -8 and Rtt109 HAT inh 4.
`O=C(Nc1cccc(Cl)c1)c1ccc(Cn2cc(Cl)cn2)cc1` gave CAL PDZ FP-1 1, MITF act 21, SR-BI DiI inh -21, PfHsp90 set2 18, PvdQ inh -6, CAL PDZ FP-2 -0.4, NSD2 inh 0, SR-BI uptake up 21, dFosB activator -5 and Rtt109 HAT inh -1.

A stretch taken from the entries so far:
Screening O=C(Nc1ccccc1C(=O)NCc1ccco1)c1ccccc1 returned MITF act -9, SR-BI DiI inh 10, PfHsp90 set2 14, PvdQ inh -11, CAL PDZ FP-2 -0.6, NSD2 inh 0, SR-BI uptake up -10, dFosB activator -1 and Rtt109 HAT inh 4.
`Cc1ccc2nc3c(cc(C(=O)NCC4CCCO4)c(=N)n3CCCOC(C)C)c(=O)n2c1` (stereo unspecified) gave CAL PDZ FP-1 -2, MITF act 2, SR-BI DiI inh 1, PfHsp90 set2 -48, PvdQ inh -126, NSD2 inh 12, SR-BI uptake up 27, dFosB activator -4 and Rtt109 HAT inh 13.
CCOC(=O)C1CCCN(C(=O)COc2ccc(S(=O)(=O)N3CCOCC3)cc2)C1 (stereo unspecified) was read as CAL PDZ FP-1 -1, MITF act -7, SR-BI DiI inh -11, PfHsp90 set2 8, PvdQ inh 8, CAL PDZ FP-2 1.1, NSD2 inh -1, SR-BI uptake up 11, dFosB activator 2 and Rtt109 HAT inh -6.
`COc1ccc(S(=O)(=O)N[C@H](C(=O)O)C(C)C)cc1` gave CAL PDZ FP-1 -2, MITF act 5, SR-BI DiI inh 2, PfHsp90 set2 -19, PvdQ inh -8, CAL PDZ FP-2 -0.4, NSD2 inh -6, SR-BI uptake up -2, dFosB activator -3 and Rtt109 HAT inh -37.
CCc1ccc(-n2c(SCC(=O)c3ccc4c(c3)NC(=O)CO4)nc3ccccc3c2=O)cc1 was read as CAL PDZ FP-1 1, MITF act -32, SR-BI DiI inh -12, PvdQ inh -17, CAL PDZ FP-2 -2.2, NSD2 inh -3, SR-BI uptake up 12, dFosB activator -8 and Rtt109 HAT inh 11.
Screening Cc1ccc(C(=O)Nc2ccccc2N2CCCC2)cc1 returned CAL PDZ FP-1 -6, SR-BI DiI inh 37, PfHsp90 set2 -12, PvdQ inh -14, CAL PDZ FP-2 -0.2, NSD2 inh 1, SR-BI uptake up -37, dFosB activator 4 and Rtt109 HAT inh 0.
